Screening data (PubChem BioAssay)
SRC2 inh = human SRC2 (NCOA2) inhibition; AID 651957; actives 0.17% (n = 370,000); Q15596; HEK293 GAL4-SRC2 luciferase reporter, luminescence; inhibition, % at 9 µM;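 active means inhibition above the mean inhibition of all tested compounds plus 3 SD, set per campaign, cut at about 52% in these data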;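 further: 0% = DMSO treated cells and 100% = cells given Gossypol at 36 µM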
COUP-TFII inh = NR2F2 (human) inhibition, primary screen | P24468 | HEK293T NGFI-A luciferase reporter, luminescence | inhibition, % at 8.6 µM | actives 0.7% (n = 370,000) | AID 686940;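 active means inhibition above a per-plate cutoff, mean inhibition of test wells between control levels plus 3 SD, cut at about 38% in these data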;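 further: cells cotransfected with COUP-TFII expression vector driving the NGFI-A reporter; 0% = median of COUP-TF2 test wells and 100% = reporter-only cells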
Target sequence (P24468 whole entry, looked up): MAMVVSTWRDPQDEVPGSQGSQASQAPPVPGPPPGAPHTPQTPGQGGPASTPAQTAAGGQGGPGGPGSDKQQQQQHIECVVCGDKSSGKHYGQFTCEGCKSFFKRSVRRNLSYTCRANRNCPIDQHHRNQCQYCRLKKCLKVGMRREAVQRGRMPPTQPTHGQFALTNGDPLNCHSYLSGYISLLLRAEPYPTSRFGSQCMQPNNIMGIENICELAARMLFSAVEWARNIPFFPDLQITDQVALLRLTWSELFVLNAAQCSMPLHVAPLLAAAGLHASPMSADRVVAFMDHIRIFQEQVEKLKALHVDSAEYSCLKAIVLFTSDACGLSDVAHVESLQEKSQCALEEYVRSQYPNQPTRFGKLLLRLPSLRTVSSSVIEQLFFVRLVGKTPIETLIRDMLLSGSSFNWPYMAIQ
Numbers without * were called inactive; & = joins results of further samples. This is a subset; rates above refer to the full screens.

For CN1C(=O)c2cc(NC(=O)C3CCCCC3)ccc2OC[C@H]2O[C@@H](CC(=O)NC3CCCC3)CC[C@H]21 the results were SRC2 inh -8.4 and COUP-TFII inh 6.0.
For CCCCCCC12C(=Cc3cc(C)ccc31)c1ccccc1C(CC(=O)NCc1ccccc1)N2C(=O)OC (stereo not given) the results were SRC2 inh 1.8 and COUP-TFII inh -12.3.
Screening O=C(NCCc1c[nH]c2ccccc12)OCc1cn(Cc2ccccc2Cl)nn1 returned SRC2 inh -16.0 and COUP-TFII inh 1.3.
For CCCOc1ccc(Oc2c(Cl)cnn(Cc3cccc4ccccc34)c2=O)cc1 the results were SRC2 inh 8.5 and COUP-TFII inh 3.5.
`CCCCCCCCN1CN2Cc3cc(OC)ccc3C2CS1(=O)=O` (stereo not given) gave SRC2 inh -11.6 and COUP-TFII inh 1.9.
Screening Cc1[nH]c2ccccc2c1CC(=O)Nc1ccc(N(C)c2cccnc2)c(-c2ccc(F)c(F)c2)c1 returned SRC2 inh 8.4 and COUP-TFII inh -10.2.
Screening COc1ccc(CN2CCN(CCCc3ccccc3)CC2)c(OC)c1 returned SRC2 inh -2.6 and COUP-TFII inh 7.0.
For COc1ccccc1CCn1cnc(-c2ccccc2)c1CC(C)C the results were SRC2 inh 29.5 and COUP-TFII inh 20.7.
`Cc1c(NC(=O)C2CCCN(S(=O)(=O)c3ccc(Cl)s3)C2)c(=O)n(-c2ccccc2)n1C` (stereo not given) gave SRC2 inh 15.4 and COUP-TFII inh 5.5.
For COc1cccc(-c2nc(-c3ccccn3)no2)c1 the results were SRC2 inh 58.5* and COUP-TFII inh 34.2.
O=C(CN1C(=O)C2(OCCCO2)c2ccccc21)NCc1ccc2ccccc2c1 was read as SRC2 inh -4.2 and COUP-TFII inh -9.5.
Screening COC(=O)c1cc2c(c3c4cc(C)ccc4n(S(=O)(=O)c4ccc(OC)cc4)c13)C(=O)N(Cc1ccccc1OC)C2 returned SRC2 inh -10.6 and COUP-TFII inh -9.2.
Screening C=CCCC1(CCC)C(=O)/C(=C(\O)c2ccccc2)C(=O)C(CCC)=C1OC (stereo not given) returned SRC2 inh -6.6 and COUP-TFII inh 3.4.
COC(=O)[C@]12C[C@H](CC(=O)NCc3cccs3)C(=O)N(Cc3ccco3)C1=C[C@H](C(C)C)O[C@@H]2C1CC1 was read as SRC2 inh 1.1 and COUP-TFII inh 11.8.
For C#CCNC(=O)C[C@H]1C[C@@]2(C(=O)OC)C(=C[C@H](C(C)C)O[C@@H]2C2CC2)N(CCC2=CCCCC2)C1=O the results were SRC2 inh 18.1 and COUP-TFII inh 1.9.
`CCOC(=O)[C@]12CCCCC/C=C\1N(CCc1ccc(Cl)cc1)C(=O)[C@H]2CC(=O)N1CCCC1` gave SRC2 inh 15.8 and COUP-TFII inh 5.1.
COC(=O)c1cc2c(c3c4cc(C)ccc4n(S(=O)(=O)c4cccc(C)c4)c13)C(=O)N(Cc1ccccc1OC)C2 was read as SRC2 inh -2.0 and COUP-TFII inh -6.6.
For O=C(NCc1ccccc1)C1(C(=O)C2CC2)CC(c2ccccn2)=NO1 (stereo not given) the results were SRC2 inh 5.0 and COUP-TFII inh 3.3.
For NC(=O)Cn1cc(C(=O)COc2ccccc2)c2ccccc21 the results were SRC2 inh -28.5 and COUP-TFII inh 5.1.
`O=C(O)CS(=O)(=O)c1ccc(Oc2ccc(S(=O)(=O)CC(=O)O)cc2)cc1` gave SRC2 inh -3.7 and COUP-TFII inh 17.0.
Screening CC(C)CN1CN(S(=O)(=O)c2cccs2)c2nc3ccccc3nc21 returned SRC2 inh 14.5 and COUP-TFII inh 6.8.
`Cc1ccc(CC(=O)NCc2cccnc2)cc1` gave SRC2 inh -17.9 and COUP-TFII inh -23.1.
For CC(=O)NC(C)C(=O)N1CCCC1C(=O)N1CCCC1C(=O)NC(C)C(=O)NC1C(=O)NC(CC(C)C)C(=O)NC2CCCCNC(=O)CCC(C(=O)NC(Cc3ccc(O)cc3)C(=O)O)NC(=O)C3CCC(=O)OCC(NC(=O)C4CCCN4C(=O)C(Cc4c[nH]c5ccccc45)NC2=O)C(=O)NC(CC(=O)OC1C)C(=O)NC(Cc1c[nH]c2ccccc12)C(=O)N3 (stereo not given) the results were SRC2 inh -2.3 and COUP-TFII inh 14.2.
Screening CC(C)CN1C(=O)N2Cc3ccccc3C2CS1(=O)=O (stereo not given) returned SRC2 inh -6.2 and COUP-TFII inh -27.6.
COc1ccc(-c2cc(=O)c3cccc(CC(=O)O)c3o2)cc1 was read as SRC2 inh 9.6 and COUP-TFII inh 3.0.
COc1ccc(S[C@]2(C(=O)N3CCN(c4ncccn4)CC3)CC(=O)N(c3ccc(Cl)cc3)[C@@H]2c2ccc(OC)cc2)cc1 was read as SRC2 inh -5.1 and COUP-TFII inh -3.0.
Cc1ccc(-c2cc(C(=O)NN=Cc3cccc4ccccc34)[nH]n2)cc1C was read as SRC2 inh -0.8 and COUP-TFII inh -12.7.
`COc1ccccc1CNC(=O)c1cc2c(=O)[nH]c3ccccc3c2n1C` gave SRC2 inh -5.6 and COUP-TFII inh -14.6.
For CC(=O)N1CCN(C(=O)CCn2nnc3ccccc32)CC1 the results were SRC2 inh -15.2 and COUP-TFII inh -13.8.
Screening Cc1cc(C)nc(N2CCCC(C(=O)Nc3nnc(C(C)C)s3)C2)n1 (stereo not given) returned SRC2 inh -10.4 and COUP-TFII inh 2.5.

The last four records of the section above lead into the next:
Cc1ccc(-c2cc(C(=O)NN=Cc3cccc4ccccc34)[nH]n2)cc1C was read as SRC2 inh -0.8 and COUP-TFII inh -12.7.
`COc1ccccc1CNC(=O)c1cc2c(=O)[nH]c3ccccc3c2n1C` gave SRC2 inh -5.6 and COUP-TFII inh -14.6.
For CC(=O)N1CCN(C(=O)CCn2nnc3ccccc32)CC1 the results were SRC2 inh -15.2 and COUP-TFII inh -13.8.
Screening Cc1cc(C)nc(N2CCCC(C(=O)Nc3nnc(C(C)C)s3)C2)n1 (stereo not given) returned SRC2 inh -10.4 and COUP-TFII inh 2.5.
Screening O=C(NCc1ccccc1)[C@H]1CCCN1C(=O)[C@H]1CCCN1C(=O)c1ccc(OC(F)(F)F)cc1 returned SRC2 inh -37.1 and COUP-TFII inh 5.1.
For COC(=O)[C@]12C[C@H](CC(=O)N3CCSCC3)C(=O)N(Cc3ccc(Cl)cc3Cl)C1=C[C@H](C(C)C)O[C@@H]2C1CC1 the results were SRC2 inh 4.4 and COUP-TFII inh 4.7.
S=C(Nc1ccccc1)OC1CCC12CCC(c1ccccc1)CC2 (stereo not given) was read as SRC2 inh 4.8&-9.9 and COUP-TFII inh -9.7&-19.0.
COc1cc2c(cc1OC)/C(=C/C(=O)N1CCOCC1)NC(C)(C)C2 was read as SRC2 inh -1.4 and COUP-TFII inh -1.4.
Screening CN(c1cccnc1)c1ccc(NC(=O)Cc2cn(Cc3ccccc3)c3ccccc23)cc1Br returned SRC2 inh 21.4 and COUP-TFII inh 14.1.
Screening COC(=O)[C@]12C[C@H](CC(=O)N3CCCC3)C(=O)N(Cc3ccc(Cl)cc3Cl)C1=C[C@H](C(C)C)O[C@@H]2C1CC1 returned SRC2 inh 9.1 and COUP-TFII inh 11.5.
Screening CN1[C@@H](Cc2ccccc2)COc2cc(F)ccc2S1(=O)=O returned SRC2 inh -4.8 and COUP-TFII inh 5.6.
`C[C@H]1COc2cc(Br)ccc2S(=O)(=O)N1Cc1cn(Cc2ccc(Br)cc2)nn1` gave SRC2 inh -5.8 and COUP-TFII inh -0.2.
C[C@H](c1ccccc1)N1C[C@@H](COCc2ccccc2)Oc2cccc(Oc3ccc(C(C)(C)C)cc3)c2S1(=O)=O was read as SRC2 inh 9.7 and COUP-TFII inh 9.7.
`CCOC(=O)N(C)[C@H]1C[C@H]2c3[nH]c4c(-c5ccc6c(c5)OCO6)cccc4c3CCN2C(=O)[C@H]1[C@H](C)O` gave SRC2 inh 25.1 and COUP-TFII inh -8.3.
Screening CCOC(=O)CC[C@@]1(C(=O)OCC)C[C@@H](CC(=O)NCCCN2CCCC2=O)C(=O)N2CCCC=C21 returned SRC2 inh -28.4 and COUP-TFII inh -6.7.
Nc1nc2c(ncn2[C@@H]2O[C@H](C(=O)N[C@H](Cc3ccccc3)C(=O)O)[C@@H](O)[C@H]2O)c(=O)[nH]1 was read as SRC2 inh 8.7 and COUP-TFII inh 2.9.
Cc1c(CN2CCN(c3ncc(Cc4ccccc4)cn3)CC2)c(=O)n(-c2ccccc2)n1C was read as SRC2 inh 5.6 and COUP-TFII inh 6.5.
O=C(CSc1nnc(-c2cccs2)o1)c1ccc2c(c1)OCO2 was read as SRC2 inh -0.6 and COUP-TFII inh 4.5.
Screening O=C(Cc1ccccc1)N1CCC(Oc2cccnc2)CC1 returned SRC2 inh 8.3 and COUP-TFII inh -17.2.

Among those listed so far, 2 contain bromine.
Screening CN(c1cccnc1)c1ccc(NC(=O)Cc2cn(Cc3ccccc3)c3ccccc23)cc1Br returned SRC2 inh 21.4 and COUP-TFII inh 14.1.
`C[C@H]1COc2cc(Br)ccc2S(=O)(=O)N1Cc1cn(Cc2ccc(Br)cc2)nn1` gave SRC2 inh -5.8 and COUP-TFII inh -0.2.

(next part)
CCC(C)[C@H](NC(=O)[C@H](CC(C)C)NC(=O)OC(C)(C)C)C(=O)N[C@@H](Cc1ccccc1)C(=O)OC (stereo not given in full) was read as SRC2 inh 11.0 and COUP-TFII inh -3.8.
For O=C(c1cccc(C(F)(F)F)c1)N1CC[C@H]2[C@H](CCCN2Cc2ccc(F)cc2)C1 the results were SRC2 inh 3.4 and COUP-TFII inh 3.8.
`C=CCN(CC#CC1=CCCCC1)Cc1ccccc1` gave SRC2 inh 0.8 and COUP-TFII inh -3.5.
`Cc1cccc(-n2c(SCN3C(=O)c4ccccc4C3=O)nc3ccccc3c2=O)c1` gave SRC2 inh -17.1 and COUP-TFII inh -2.1.
`NC1(N2SC(S)=C3CCCC=C32)CCCCC1` gave SRC2 inh -12.0 and COUP-TFII inh 3.0.
For COC(=O)c1ccc(Cn2ccc3ccc(-c4ccc5ccn(Cc6ccccc6)c5c4)cc32)cc1 the results were SRC2 inh -7.0 and COUP-TFII inh -4.2.
CCN=C1NC(c2ccc(F)cc2)C(C(=O)OC)=C(C)N1Cc1ccc(C(F)(F)F)cc1 (stereo not given) was read as SRC2 inh -4.5 and COUP-TFII inh -5.8.
`O=C(NCc1ccccc1)[C@H]1CCCN1C(=O)[C@H]1CCCN1C(=O)c1cccc(Cl)c1` gave SRC2 inh 4.0 and COUP-TFII inh -21.3.
Screening COC(=O)C1=C(C)N(Cc2cccc(C(F)(F)F)c2)C(=NCc2ccc(C(F)(F)F)cc2)NC1c1ccccc1 (stereo not given) returned SRC2 inh -3.8 and COUP-TFII inh 16.6.
Screening CCOP(=O)(OCC)C(Nc1cccc(C(F)(F)F)c1)c1ccc(Br)cc1 (stereo not given) returned SRC2 inh 18.7 and COUP-TFII inh 6.3.
For Nc1ccn([C@@H]2O[C@H](C(=O)N[C@H](Cc3ccccc3)C(=O)Nc3ccc4scnc4c3)[C@@H](O)[C@H]2O)c(=O)n1 the results were SRC2 inh -14.5 and COUP-TFII inh 5.1.
Screening CCCCCCCCN1C(=O)[C@@H](CC(=O)NCc2cccc3ccccc23)C[C@@]2(C(=O)OC)C1=C[C@H](C(C)C)O[C@@H]2C1CC1 returned SRC2 inh -3.0 and COUP-TFII inh 3.8.
Screening C=CCNC(=S)N(C)[C@H]1C[C@H]2c3[nH]c4c(-c5ccccc5)cccc4c3CCN2C(=O)[C@H]1[C@H](C)O returned SRC2 inh 20.1 and COUP-TFII inh -5.1.
Screening CCCN(CCC)c1nc2ccccc2nc1C(C#N)C(=O)OC(C)COC (stereo not given) returned SRC2 inh -7.5 and COUP-TFII inh 6.2.
S=c1[nH]nc(-c2n[nH]c3c2CCC3)n1N=Cc1ccco1 was read as SRC2 inh 7.5 and COUP-TFII inh -12.5.
`Cc1ccc(CN2CCCCC(NC(=O)Nc3ccccc3)C2=O)cc1` (stereo not given) gave SRC2 inh 31.0 and COUP-TFII inh 26.3.
For Cc1ccc(S(=O)(=O)N(C)[C@H]2C[C@H]3c4cc(N5CCOCC5)ccc4CCN3C[C@H]2[C@H](C)O)cc1 the results were SRC2 inh 4.0 and COUP-TFII inh -16.9.
Screening COC(=O)C1=C(C)N(Cc2ccc(Br)cc2)C(=S)NC1c1ccccc1 (stereo not given) returned SRC2 inh -0.4 and COUP-TFII inh 4.0.
O=C(Nc1ccc(F)cc1)Nc1c(-c2ccc(C(F)(F)F)cc2)nc2ncccn12 was read as SRC2 inh -20.0 and COUP-TFII inh -6.5.
`Cc1ccccc1-c1ccc2c(c1)[C@@H]1C[C@H](N(C)C(=O)Nc3ccccc3)[C@H]([C@H](C)O)CN1CC2` gave SRC2 inh -2.6 and COUP-TFII inh -8.1.
For COC(=O)c1ccc2c(C(C)c3ccccc3O)c[nH]c2c1 (stereo not given) the results were SRC2 inh -41.7 and COUP-TFII inh -8.4.
Screening CCCC(=O)N1CCC[C@]2(CC[C@@H](CCC(=O)OCC)O2)C1 returned SRC2 inh -5.2 and COUP-TFII inh -6.3.
For COc1ccccc1CCC[C@@H](CCS(=O)(=O)C(C)C)CC1CCCCC1 the results were SRC2 inh -4.5 and COUP-TFII inh 1.9.
Screening Cc1cc(-c2cc(NC(=O)Cc3c[nH]c4ccccc34)ccc2Nc2cccnc2)ccc1F returned SRC2 inh 23.5 and COUP-TFII inh -6.3.
COC(=O)c1ccc(C23CC4(C2)[C@H](CN(Cc2ccc(C(F)(F)F)cc2)[C@@H]4c2ccccc2)C3c2ccc(Cl)nc2)cc1 (stereo not given in full) was read as SRC2 inh -6.3 and COUP-TFII inh 18.8.
NC(=O)c1ccc(NC(=O)CSc2nnc(-c3ccccc3)n2-c2ccccc2)cc1 was read as SRC2 inh -0.6 and COUP-TFII inh -4.8.
